High-throughput results (PubChem)
14-3-3g Raf = 14-3-3 gamma protein interaction modulation | P61981 | FP, 14-3-3gamma / TMR-pS259-Raf peptide binding | inhibition, % at 40 µM | 160,000 compounds, 0.19% hits; in the data active = inhibition above about 30%;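 also: 0% = protein plus tracer without compound and 100% = blank with tracer alone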
Target sequence (P61981 whole entry, looked up): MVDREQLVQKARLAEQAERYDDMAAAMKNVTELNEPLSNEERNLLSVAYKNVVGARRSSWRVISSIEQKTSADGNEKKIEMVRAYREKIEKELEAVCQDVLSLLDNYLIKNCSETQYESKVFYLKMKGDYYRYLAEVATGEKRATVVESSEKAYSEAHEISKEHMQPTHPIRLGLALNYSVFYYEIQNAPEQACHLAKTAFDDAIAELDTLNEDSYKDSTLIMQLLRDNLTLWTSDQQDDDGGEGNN
Active calls of the source: *; & = joins results of further samples. These rows are one share of the data. The share of hits here may be higher or lower than overall.

SMILES	14-3-3g Raf
COc1ccc(NC(=O)Cn2c(-c3cc(OC)c(OC)c(OC)c3)nc3ccccc3c2=O)cc1Cl	-14.3
COCCNC(=O)NC(=O)COC(=O)C12CC3CC(CC(NC(C)=O)(C3)C1)C2	-1.0
O=C(C(Cc1ccccc1)NS(=O)(=O)c1ccc(Br)s1)N1CCc2ccccc21 (stereo unspecified)	10.6
CC(C)Oc1cc(O)c2c(=O)c(-c3ccc(O)cc3)coc2c1	0.2
Cc1ccc(-n2c(SCc3cn4ccsc4n3)nc3ccccc3c2=O)cc1	-7.7
Cc1cccc(N2CCN(C(=O)C3CCC(Cn4c(=S)[nH]c5ccccc5c4=O)CC3)CC2C)c1 (stereo unspecified)	-222.7
Cc1c(NC(=O)C2CC=CCC2C(=O)O)c(=O)n(-c2ccccc2)n1C (stereo unspecified)	-3.8&-0.1
Cc1cc(NC(=O)COC(=O)CSc2nc3cc(Cl)ccc3n2Cc2ccccc2)no1	-5.5
O=C(Nc1ccc(Sc2ccc([N+](=O)[O-])cc2)cc1)c1cccs1	3.1
Cc1ccc(CC(=S)N2CCOCC2)cc1	-6.3
COc1cc(C2NC(=O)NC(C)=C2C(=O)OCC2CCCO2)ccc1O (stereo unspecified)	1.6&2.9
Cc1ccc(C(CC(=O)N2CCOCC2)c2ccco2)cc1 (stereo unspecified)	-5.3
NC(N)=NS(=O)(=O)c1ccc(N=Cc2ccccc2[N+](=O)[O-])cc1	-28.4
COc1ccc(-c2nnc(SCC(=O)c3ccc(C)o3)o2)cc1	0.5
O=C(Nc1cccc(F)c1)C1CCN(C(=O)Cc2ccccc2)CC1	-4.2

Arranged by heavy-atom count (lowest first): some entries from above.
SMILES	14-3-3g Raf
Cc1ccc(CC(=S)N2CCOCC2)cc1	-6.3
COc1ccc(-c2nnc(SCC(=O)c3ccc(C)o3)o2)cc1	0.5
O=C(Nc1cccc(F)c1)C1CCN(C(=O)Cc2ccccc2)CC1	-4.2
COCCNC(=O)NC(=O)COC(=O)C12CC3CC(CC(NC(C)=O)(C3)C1)C2	-1.0
Cc1cc(NC(=O)COC(=O)CSc2nc3cc(Cl)ccc3n2Cc2ccccc2)no1	-5.5
COc1ccc(NC(=O)Cn2c(-c3cc(OC)c(OC)c(OC)c3)nc3ccccc3c2=O)cc1Cl	-14.3

In a second layout: results already given.
| compound | 14-3-3g Raf |
| --- | --- |
| COc1ccc(NC(=O)Cn2c(-c3cc(OC)c(OC)c(OC)c3)nc3ccccc3c2=O)cc1Cl | -14.3 |
| Cc1ccc(CC(=S)N2CCOCC2)cc1 | -6.3 |

Next section
SMILES	14-3-3g Raf
CC1CCN(C(C(=O)NC2CCCCC2)c2ccc(Cl)cc2)CC1 (stereo unspecified)	1.9
Cc1nn(C(=O)COc2ccc(Cl)cc2)c(C)c1Sc1ccc([N+](=O)[O-])cc1	-5.2
CCCC(c1nnnn1CCOC)N1CCN(C(=O)c2ccco2)CC1 (stereo unspecified)	2.9
CCc1ccc(C(=O)Cn2ccsc2=N)cc1	-0.2
Nc1nnc(SCc2ccc(F)cc2Cl)s1	-0.2
NC(=O)c1c(NC(=O)CN2C(=O)c3ccccc3C2=O)sc2c1CCC2	-13.7
O=C1O/C(=C\C(=O)N2CCOCC2)c2ccccc21	-2.0
Cc1nc2c(ccc3ccccc32)s1	-6.0
CCc1nc(SCC(=O)Nc2cccc(C(F)(F)F)c2)c(C#N)cc1C	5.1
COc1cc(C2C(C#N)=C(N)Oc3cc(C)n(Cc4ccccn4)c(=O)c32)cc2c1OCO2 (stereo unspecified)	-0.9
Cc1cc2c(cc(C(=O)O)n2C)s1	-5.8
CCC(=O)Oc1cc2c(C(=O)OC(C)C)c(C)oc2cc1Br	0.0
CCC(=O)NC(=Nc1nc2ccccc2s1)NC(=O)CC	-4.4
COC(=O)C1C(=O)C2=C(CC1C)NC(C)=C(C(=O)OC1CCCCCC1)C2c1ccc2c(c1)OCO2 (stereo unspecified)	0.6
Cn1c(C(=O)OCC(=O)NCc2cccs2)cc2sccc21	-1.9
O=C(COC(=O)c1ccco1)Nc1cccc2ccccc12	-7.6
COc1cc2c(C(=O)N3CCN(c4cccc(C(F)(F)F)c4)CC3)cn(CC(C)C)c(=O)c2cc1OC	-3.6
Cc1nc2c(C(=O)N3CCN(c4cccc(Cl)c4)CC3)cnn2c(C)c1Cc1ccccc1Cl	-6.8
CCCOP(=O)(c1ccc(N(C)C)cc1)C(O)c1cc(OC)c(OC)c(OC)c1 (stereo unspecified)	-5.0
O=C(O)c1ccc2c(c1)C1C3CCC(C3)C1C(c1ccccc1)N2 (stereo unspecified)	0.2
CCCC(=O)Nc1nnc(-c2ccccc2Cl)s1	-1.1
COc1ccccc1C(=O)N1CC(=O)Nc2ccc(Br)cc2C1c1ccc(F)cc1 (stereo unspecified)	-5.1
Cc1cc(C)c(-c2csc(NC(=O)c3cc(=O)c4ccccc4o3)n2)c(C)c1	5.6
CCC(CC)C(=O)Nc1c2c(nn1-c1ccc(OC)cc1)CS(=O)C2 (stereo unspecified)	-3.5&0.0
Cc1cc(C(=O)CCC(=O)N2CCN(S(=O)(=O)c3cccs3)CC2)c(C)s1	-11.1
CC1C=CCC2C(=O)N(c3cccc(C(=O)N4CCCCCC4)c3)C(=O)C12 (stereo unspecified)	-12.8&-1.5
CCN(CC)CCNS(=O)(=O)c1cccc2nsnc12	9.2
NS(=O)(=O)c1ccc(CCn2c(=S)[nH]c3ccc(N4CCOCC4)cc3c2=O)cc1	-4.0
Cc1ccc(SC(C)C(=O)N2CCCC2)cc1 (stereo unspecified)	-17.3
CCn1c(=O)cc(SCC(=O)NCCCN2CCN(c3ccc(F)cc3)CC2)c2ccccc21	0.9
Cc1c(C(=O)NC(C)(C)C)sc2nc(-c3ccc(F)cc3)cn12	-29.9
O=C(CN1C(=O)c2cccc([N+](=O)[O-])c2C1=O)N1CCc2ccccc2C1	-6.2
Cc1ccc(NCc2nnc(SCC(=O)N3CCc4ccccc43)n2C)cc1	-0.2
CCOc1ccc(NC2=NC(C(=O)NCc3ccccc3)CC(=O)N2)cc1 (stereo unspecified)	11.2
CCC(=O)N1CCc2cc(S(=O)(=O)N3CCCC(C)C3)ccc21 (stereo unspecified)	5.0
Clc1ccccc1OCc1nc(-c2cccnc2)no1	1.5
Cc1cccc(CS(=O)(=O)c2ccc(C(=O)N3CCN(c4cccc(C)c4C)CC3)cc2[N+](=O)[O-])c1	0.1
Cc1ccc(-n2nc3ccc(NC(=O)C(C)C)cc3n2)cc1Cl	-9.5
COCCNC(C)C(=O)C12CC3CC(CC(C3)C1)C2 (stereo unspecified)	-2.0
O=C(O)c1ccc(S(=O)(=O)c2ccc3c(c2)C(=O)N(CC2CCCO2)C3=O)cc1 (stereo unspecified)	-5.3&-3.4
Cn1cnc2cc(NCc3ccccn3)ccc21	3.1
O=C(O)CCCC(=O)NC1=NCCS1	2.0
Cc1ccc(NC(CSC(N)=O)=NS(=O)(=O)c2ccccc2)cc1	-2.2
CCCCN(CC)S(=O)(=O)c1ccc2oc(C(=O)O)c(C)c2c1	6.0
C=CCc1cccc(C=Nc2c(C)n(C)n(-c3ccccc3)c2=O)c1O	2.8
COc1ccccc1C(=O)Nc1ccccc1-c1nc2ccccc2[nH]1	-21.9
Cc1ccc(N2C(=O)C(Cl)=C(Nc3ccccc3)C2=O)cc1Cl	-6.4
COc1ccc(OC)c2sc(NC(=O)C3COc4ccccc4O3)nc12 (stereo unspecified)	-1.6
COc1ccc(C(c2nnnn2Cc2ccc(F)cc2)N2CCN(c3ccccc3)CC2)cc1 (stereo unspecified)	5.1
CCCC(=O)NC(C)c1nc2ccccc2n1CC (stereo unspecified)	-1.0
CCOc1ccc2nc(SCC(=O)Nc3ccc(C)cc3)sc2c1	-16.5
COc1ccccc1C(=O)Nc1cc2cccc([N+](=O)[O-])c2oc1=O	-4.5
CC1(C)CC(=O)c2cc(C(=O)Nc3ccc(Cl)cn3)c(=O)n(-c3ccccc3)c2C1	0.2
Cc1ccnc(NC(=O)CSc2cc(=O)n(C)c3ccccc23)c1	1.2
CCOc1cc2c3c(c1)C1(OCCO1)C(=O)N3C(C)(C)CC2C (stereo unspecified)	-0.9
CCOC(=O)c1ccc(N2CC(O)=C(c3nc4ccccc4c(=O)[nH]3)C2=N)cc1	-51.3
COc1ccc(N2CC(C(=O)OCC(=O)c3cccc(OC)c3)CC2=O)cc1 (stereo unspecified)	-4.1
CCC(=O)N1c2ccc(S(=O)(=O)Nc3ccc(F)cc3)cc2CC1C (stereo unspecified)	3.6
CN1C(=S)SC(C)([N+]([O-])=Cc2ccc([N+](=O)[O-])cc2)C1(C)C (stereo unspecified)	-2.6
CC(Sc1ccc2nnc(-c3ccc(F)cc3)n2n1)C(=O)O (stereo unspecified)	-2.6

Random excerpt: three records from the list.
SMILES	14-3-3g Raf
CCC(=O)N1c2ccc(S(=O)(=O)Nc3ccc(F)cc3)cc2CC1C (stereo unspecified)	3.6
COc1ccc(C(c2nnnn2Cc2ccc(F)cc2)N2CCN(c3ccccc3)CC2)cc1 (stereo unspecified)	5.1
Cc1ccc(N2C(=O)C(Cl)=C(Nc3ccccc3)C2=O)cc1Cl	-6.4

The list goes on:
SMILES	14-3-3g Raf
CC(C)c1cc(C(=O)N2CCN(C(c3ccccc3)c3ccccc3)CC2)no1	-4.1
CCC(=O)N1c2ccccc2-c2nnc(SC)nc2OC1c1cc(OC)ccc1Br (stereo unspecified)	-19.2
CCCCn1c(=N)c(C(=O)NC(C)c2ccccc2)cc2c(=O)n3cccc(C)c3nc21 (stereo unspecified)	-12.2
CCc1ccc(C2CC(c3ccccc3Cl)n3nnnc3N2)cc1 (stereo unspecified)	2.8
CC(C)N=C(NC#N)SCc1ccccc1F	-2.9
NC(=O)CSc1ncnc2nc[nH]c12	-3.5
O=C(c1cc(-c2cccc(O)c2)on1)N1CCCCC1	-1.0
CC1CC(C)CN(CCC(=O)Nc2ccccc2Cl)C1 (stereo unspecified)	0.0
COc1cc(-c2nnc3sc(Cc4ccccc4)nn23)cc(OC)c1OC	-10.5
O=S(=O)(c1cccc(S(=O)(=O)N2CCCCC2)c1)c1cccc(S(=O)(=O)N2CCCCC2)c1	4.4
CNc1oc(C)nc1S(=O)(=O)c1ccccc1	-0.6
Cc1ccnc(NC(=O)c2cn(C3CCCC3)c(=O)c3c2c2ccccc2n3C)c1	-4.0
COc1ccc(N2C(=O)CC(NCc3cccs3)C2=O)cc1 (stereo unspecified)	-9.9
Cc1nc(N)nc(C(F)(F)F)c1Br	4.2
Cc1cc(NC(=O)C2CC2)n(-c2nc3ccccc3[nH]2)n1	4.9
CN(CCCNC(=O)c1cccc(N2CCCC2=O)c1)c1ccccc1	2.2
CC(=O)N1c2ccc(N=Cc3cc(Br)ccc3O)cc2CC1C (stereo unspecified)	-18.4
Brc1cccc(-c2nnc3sc(CNCc4ccccc4)cn23)c1	-6.3
COc1ccc(C(=O)Oc2ccc(C=Nc3ccc(I)cc3)cc2[N+](=O)[O-])cc1	-3.8
COc1cccc(CNC(=O)c2cc(-c3cccs3)nc3ccccc23)c1	-0.3
Cc1csc(NC(=O)CCNS(=O)(=O)c2ccc3c(c2)c(=O)n(C)c(=O)n3C)n1	3.7
Nc1nc2ccccc2n1CCOc1ccccc1	-0.2
Clc1ccc(C2=Nn3c(nnc3-c3cccc(Br)c3)SC2)cc1	-3.2
O=C(Nc1ccc(NC(=O)c2cccc([N+](=O)[O-])c2)c(Cl)c1)c1cccc([N+](=O)[O-])c1	-5.0
O=C(O)CSCNC(=O)CC12CC3CC(CC(C3)C1)C2	0.4&6.1
CCOC(=O)N1CCC(NC(=O)c2cc(C(=O)NCc3cccc(Cl)c3)ccc2CO)CC1	-2.7
CC(=O)Nc1ccc(OCC(O)CN2CCN(c3ccc(C)c(Cl)c3)CC2)cc1 (stereo unspecified)	-8.8
Cc1cc2cc(CN(CCN3CCOCC3)C(=O)Nc3ccccc3F)c(=O)[nH]c2cc1C	-6.9
Cc1ccc(-n2c(SCC(=O)Nc3ccc([N+](=O)[O-])cc3)nc3c([nH]c4ccccc43)c2=O)cc1	-10.9
CC(=O)N1N=C(c2ccc([N+](=O)[O-])cc2)OC12CCCC2	-1.8
C=CCNC(=O)c1c(C)cc(Cl)nc1OC	-10.1
CCC1COC(c2cccs2)=N1 (stereo unspecified)	-6.2
C=CCn1c(=S)[nH]c2cc(C(=O)NCc3ccccc3Cl)ccc2c1=O	-9.8
COc1ccc2c(c1OC)C(=O)N(c1cccc(C)c1)C2	1.1
O=C(CCS(=O)(=O)c1cccs1)N1CCN(c2ccc(F)cc2)CC1	-15.0
COc1cccc(-c2nnc(SCC(=O)N3CCCC3=O)n2-c2ccccc2)c1	2.8
CCn1c(SCC(=O)Nc2cc(C)on2)nc2c1c(=O)n(C)c(=O)n2C	1.7
NS(=O)(=O)c1ccc(NC(=O)CN(Cc2ccccc2)Cc2ccccc2)cc1	8.5
O=C1CC(c2ccc(Cl)cc2)CC2=C1C(c1ccc(C(F)(F)F)cc1)Nc1ccccc1N2 (stereo unspecified)	0.8
CC(C)(C)NC(=O)C1CCN(C(=O)c2ccc(Br)cc2)CC1	-3.8
CCCC(C)C(=O)Nc1ccc(S(=O)(=O)Nc2nccc(C)n2)cc1 (stereo unspecified)	-1.1
O=C(NCc1ccc2c(c1)OCO2)c1cc(-c2ccccc2)on1	1.3
CCC(=O)N1CCc2cc(Br)cc(S(=O)(=O)CCC(=O)Nc3ccc(Br)c(C)c3)c21	-1.7
CCOC(=O)c1cnn2c(C(F)(F)F)cc(-c3ccc4c(c3)OCO4)nc12	8.3
Cc1ccc(-n2c(=O)c3c4c(sc3n(Cc3cc(=O)n5ccccc5n3)c2=O)CCC4)cc1C	-14.5
O=C(Cn1c(=O)[nH]c2ccccc2c1=O)NC1CCCC1	5.8
O=C(Nc1ccccc1)c1ccc(S(=O)(=O)N2CCCCC2)cc1	1.6
COc1ccc(CNC(=O)C2CC(=O)N(c3ccc(F)cc3)C2)cc1 (stereo unspecified)	-5.3
O=C1CC(c2ccccc2OCc2ccccc2)c2ccc3ccccc3c2N1 (stereo unspecified)	-2.1
COc1ccc(C(=O)N=c2sc3cc(F)ccc3n2C)cc1	8.1
COc1ccc(-n2cc(-c3ccc(C)cc3)nc2SC)cc1	-2.4
O=C(c1cccc(F)c1)n1nnc2ccccc21	-6.9
NC(=O)c1ccc([N+](=O)[O-])cc1SCc1ccccc1	-14.1
